# Bioassay records (PubChem BioAssay)
# Siah-1 displacement – blockers of Siah-1 interaction with plectin peptide – biochemical, fluorescence polarization, rhodamine-plectin, uHTS, primary screen (AID 1817). Siah-1 / rhodamine-plectin peptide fluorescence polarization; higher % means a stronger effect. displacement, % at 20 µM; hits with a dose series show IC50 in µM. actives 0.02% (n = 290,000);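 active means displacement of at least 50% at 20 µM, with a fluorescence ratio check between 0.3 and a set limit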;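 further: plate controls were Siah plus tracer with DMSO for no effect and tracer alone without Siah for full effect; strong numbers were not always called active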
# Lipid droplet – hepatic lipid droplet formation modulation; AML12 mouse hepatocytes, oleate lipid droplets, BODIPY imaging; inhibition, % at 6.5 µM; actives 0.4% (n = 240,000);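 active means lipid droplet intensity inhibited by at least 50%, with more than 500 cells counted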
#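 Material – mouse AML12 hepatocyte cell line, fixed after treatment · Compound dosing – one dose, 6.5 µM compound · Times – compound with oleate, overnight · Measured by – Image-based BODIPY and DAPI two-channel analysis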
# UTI89 phage lysis – protection from phage-mediated lysis, alamar blue read-out – E. coli UTI89, K1F phage, bacterial capsule biogenesis inhibitors (AID 488966); E. coli UTI89 K1F phage lysis, alamar blue, 2 h; higher % means a stronger effect; one-dose inhibition, % at 100 µM; IC50 in µM for titrated hits; actives 0.02% (n = 340,000);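 active means phage lysis inhibition, versus mean bacterial control, above a set limit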;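 further: capsule biogenesis inhibitors block K1F phage lysis so surviving cells raise fluorescence; higher fluorescence means more inhibition of phage lysis; actives were called in the ten point dose series up to 300 µM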
# Lipid droplet cells 6.5 µM – second read-out of Lipid droplet, no call of its own (marks repeat the call); cell count; measured here: cell count, cytotoxicity flag;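 cells counted across two imaged fields per well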
# The depositor's hits bear a star; [ ] = another dose, or the depositor's remark. Not all compounds are listed (hit frequency here may not be typical).
cpd | compound | Siah-1 displacement | Lipid droplet
1 | CC(C)CC(OC(=O)c1ccc(Cl)nc1)C(=O)NC1CCCC1 (stereo not given) | -1% | -3
2 | COc1ccc(C(=O)N2CCNC(=O)C2CC(=O)Nc2cccc(Cl)c2Cl)cc1 (stereo not given) | -6% | 1
3 | O=C(NCc1cccc(Cl)c1)C1CCC(=O)N(CC2CCCCC2)C1 (stereo not given) | -1% | 16
4 | CCn1c(CNC(=O)c2ccc3c(c2)OCO3)nnc1SCC(=O)Nc1ccccc1F | 6% | 6
5 | O=C1NC2(CCCCC2)C(=O)N1c1cccc(Cl)c1 | 2% | 9
6 | CN1CCN(C(=O)CCN2C(=O)/C(=C/c3ccc(F)cc3)SC2=S)CC1 | 2% | -51
7 | Cc1ccc(C)c(Nc2nc3ccc(C)cc3n3cnnc23)c1 | -3% | 0
8 | O=C(Nc1ccc(Cl)cc1)c1ccco1 | 11% | 5
9 | CC(C)c1ccc(NC(=O)CSc2n[nH]c(=O)n2C2CC2)cc1 | -2% | -2
10 | O=C(CNC(=O)c1ccc(OC(F)F)cc1)NC1CCCc2ccccc21 (stereo not given) | -1% | -13

cpd | Lipid droplet cells 6.5 µM | UTI89 phage lysis
1 | 825 | -0.1%
2 | 885 | -0.2%
3 | 667 | 0.0%
4 | 743 | 0.4%
5 | 833 | 0.0%
6 | 800 | -1.1%
7 | 885 | 0.5%
8 | 821 | -1.6%
9 | 730 | -0.2%
10 | 812 | -0.6%[50 µM]

# Further results:
cpd | compound | Siah-1 displacement | Lipid droplet
11 | Nc1nonc1-n1nnc(C(=O)N/N=C\c2ccncc2)c1CN1CCCCC1 | 5% | -39
12 | O=C(c1cccs1)N1CCN(c2ccc([N+](=O)[O-])cc2F)CC1 | 3% | 3
13 | O=C1Nc2ccccc2C1c1ncc(C(F)(F)F)cc1Cl (stereo not given) | -1% | 2
14 | CCCc1cc(=O)oc2c(C)c(OC(C)C(=O)NCc3ccccn3)ccc12 (stereo not given) | 8% | -19
15 | CC(C)(C)c1ccc(C(CC(=O)O)NC(=O)Cc2ccccc2)cc1 (stereo not given) | 1% | 20
16 | Cc1ccc2c(c1)c(/C=C/c1cc[n+](C)cc1)c(C)n2C | -3% | -17
17 | O=C(COC(=O)C1C2CC3OC(=O)C1C3C2)Nc1cccc(Cl)c1 (stereo not given) | 12% | 0
18 | O=C(N/N=C/c1ccco1)c1ccc(NC(=O)C2CCCCC2)cc1 | 3% | -3
19 | Cc1[nH]c(C)c(S(=O)(=O)NCCc2ccccc2)c1C(=O)N1CCCCC1 | 2% | -2
20 | COc1ccc(OC)c(CNc2ncc(-c3cccc([N+](=O)[O-])c3)n2C)c1 | 4% | -2

cpd | Lipid droplet cells 6.5 µM | UTI89 phage lysis
11 | 938 | 0.0%
12 | 839 | 0.1%
13 | 690 | 0.4%
14 | 734 | 0.0%
15 | 689 | 0.0%
16 | 766 | 1.3%[50 µM]
17 | 796 | 0.0%
18 | 667 | -0.1%
19 | 709 | 1.6%
20 | 746 | -1.7%

# An excerpt from above in order of molar mass, highest first:
cpd | compound | Siah-1 displacement | Lipid droplet
14 | CCCc1cc(=O)oc2c(C)c(OC(C)C(=O)NCc3ccccn3)ccc12 (stereo not given) | 8% | -19
17 | O=C(COC(=O)C1C2CC3OC(=O)C1C3C2)Nc1cccc(Cl)c1 (stereo not given) | 12% | 0
18 | O=C(N/N=C/c1ccco1)c1ccc(NC(=O)C2CCCCC2)cc1 | 3% | -3
12 | O=C(c1cccs1)N1CCN(c2ccc([N+](=O)[O-])cc2F)CC1 | 3% | 3
9 | CC(C)c1ccc(NC(=O)CSc2n[nH]c(=O)n2C2CC2)cc1 | -2% | -2
13 | O=C1Nc2ccccc2C1c1ncc(C(F)(F)F)cc1Cl (stereo not given) | -1% | 2

cpd | Lipid droplet cells 6.5 µM | UTI89 phage lysis
14 | 734 | 0.0%
17 | 796 | 0.0%
18 | 667 | -0.1%
12 | 839 | 0.1%
9 | 730 | -0.2%
13 | 690 | 0.4%

# Profiles from above.
# Shown for Nc1nonc1-n1nnc(C(=O)N/N=C\c2ccncc2)c1CN1CCCCC1 → Siah-1 displacement = 5%; Lipid droplet = -39; Lipid droplet cells 6.5 µM = 938; UTI89 phage lysis = 0.0%
# Shown for O=C(N/N=C/c1ccco1)c1ccc(NC(=O)C2CCCCC2)cc1 → Siah-1 displacement = 3%; Lipid droplet = -3; Lipid droplet cells 6.5 µM = 667; UTI89 phage lysis = -0.1%
# Shown for COc1ccc(OC)c(CNc2ncc(-c3cccc([N+](=O)[O-])c3)n2C)c1 → Siah-1 displacement = 4%; Lipid droplet = -2; Lipid droplet cells 6.5 µM = 746; UTI89 phage lysis = -1.7%

# Going on with the list:
cpd | compound | Siah-1 displacement | Lipid droplet
21 | COc1ccc(NC(=O)C2CCN(S(=O)(=O)c3c(C)noc3C)CC2)cc1 | 2% | 12
22 | O=C(NC1CCN(S(=O)(=O)c2ccc(F)cc2)CC1)c1cccc(F)c1 | -1% | -1
23 | CNC(=O)CSc1nnc(-c2ccco2)n1-c1ccccc1 | 3% | -5
24 | O=C(NNS(=O)(=O)c1ccccc1[N+](=O)[O-])c1cc2ccccc2cc1O | 8% | 7
25 | Cc1ccc(CNc2nnnn2C)cc1 | 3% | -8
26 | Cc1cc(NC(=O)COC(=O)C2CC(=O)N(c3ccc(Cl)cc3)C2)no1 (stereo not given) | 8% | 2
27 | Cc1ccc(C)c(N(C(=O)c2csnn2)C(C(=O)NC2CCCCC2)c2ccccn2)c1 (stereo not given) | 13% | 0
28 | COc1cccc(OC)c1OCCCCCCN1CCN(C)CC1 | 13% | -22
29 | CCc1cccc(N(CC(=O)NC2CCCCC2)C(=O)c2csnn2)c1 | 6% | -1
30 | O=C(CSc1n[nH]c(=O)[nH]c1=O)N/N=C/C=C/c1ccccc1 | 6% | 0

cpd | Lipid droplet cells 6.5 µM | UTI89 phage lysis
21 | 693 | 0.1%
22 | 817 | 0.7%
23 | 812 | -0.8%
24 | 783 | 1.0%
25 | 780 | 0.4%
26 | 750 | 0.2%
27 | 819 | 0.6%
28 | 863 | 0.3%
29 | 712 | 0.5%
30 | 734 | 0.1%

# Additional structures follow.
cpd | compound | Siah-1 displacement | Lipid droplet
31 | COC(=O)C1CN(C(=O)C(C)Oc2cc(C)ccc2C(C)C)c2ccccc2O1 (stereo not given) | -2% | -19
32 | O=C(N/N=C/c1cccnc1)c1ccc(NC(=O)c2ccccc2Cl)cc1 | 1% | -9
33 | CN(C)/C=C/C(=O)c1ccn(S(=O)(=O)c2ccccc2)c1 | 12% | 5
34 | COc1ccccc1CNC(=O)C(C)n1cccc1C(=O)c1ccccc1 (stereo not given) | -7% | -33
35 | Cn1cc(CNC(=O)c2ccc(OC3CCN(Cc4ccccn4)CC3)cc2)cn1 | -5% | -4
36 | CCCN(CCC)S(=O)(=O)c1cccc(C(=O)N=c2sccn2C)c1 | -6% | 6
37 | O=S(=O)(Cc1ccc(Cl)cc1)N1CCN(c2ncccn2)CC1 | 5% | 0
38 | Cc1ccc(S(=O)(=O)N2CCOCC2)cc1C(=O)NC1CCCCCC1 | 1% | -6
39 | Cc1nc(Nc2ccccc2)c2oc3ccc(Cl)cc3c2n1 | 0% | 5
40 | COc1ccc(NC(=O)c2sc(NC(=O)C3CC3)nc2C)cc1 | -4% | -4

cpd | Lipid droplet cells 6.5 µM | UTI89 phage lysis
31 | 707 | 0.0%
32 | 687 | 0.0%
33 | 699 | 1.3%
34 | 707 | -0.4%
35 | 761 | 0.8%
36 | 598 | -0.4%[50 µM]
37 | 835 | -0.2%[50 µM]
38 | 828 | 0.1%
39 | 782 | -0.8%[50 µM]
40 | 742 | 0.2%

# Carrying on.
cpd | compound | Siah-1 displacement | Lipid droplet
41 | O=C(NCCCc1ccncc1)C1CCC(=O)N(Cc2cccc(C(F)(F)F)c2)C1 (stereo not given) | 11% | 1
42 | CN(CC(=O)NCc1ccc(Cl)cc1)S(=O)(=O)c1cccs1 | 2% | -9
43 | COc1cccc(CNC(=O)c2ccc(N3CCOCC3)c([N+](=O)[O-])c2)c1 | 1% | -7
44 | Cc1cccc(-n2c(O)c(C=NC3CCS(=O)(=O)C3)c3ccccc3c2=O)c1C (stereo not given) | 0% | -5
45 | COC(=O)c1ccc2c(=O)n(Cc3ccc4c(c3)OCO4)c(=S)[nH]c2c1 | 0% | -25
46 | NC(=O)C1CCN(C(=O)CCNS(=O)(=O)c2cc(Br)cnc2N)CC1 | -1% | 0
47 | COc1ccc(NC2CCCN(C(=O)c3csc(C)n3)C2)cc1 (stereo not given) | 0% | -4
48 | O=C(CSc1nnc(CNC(=O)c2ccccc2)o1)Nc1nccs1 | -7% | 11
49 | CCN1CCN(C2CCCCC2NS(=O)(=O)c2ccccc2)CC1 (stereo not given) | 6% | -3
50 | O=C(CCl)Nc1ccc(S(=O)(=O)Nc2nccs2)cc1 | 1% | 1

cpd | Lipid droplet cells 6.5 µM | UTI89 phage lysis
41 | 670 | 0.1%
42 | 757 | 0.6%
43 | 854 | -0.2%
44 | 678 | 0.1%
45 | 401 | -0.1%
46 | 690 | 0.0%
47 | 832 | 1.4%[50 µM]
48 | 863 | 0.1%
49 | 723 | 0.1%
50 | 798 | -0.2%

# (cont.)
cpd | compound | Siah-1 displacement | Lipid droplet
51 | COC(CN(C)C(=O)C1CCCN(S(=O)(=O)c2ccc3c(c2)oc(=O)n3C)C1)OC (stereo not given) | 0% | -7
52 | O=C(NNC(=O)c1ccc2ccccc2c1O)Nc1ccc(F)cc1 | 0% | -6
53 | CC(=O)c1ccc(OCc2cc(C(=O)N(C)Cc3nc4c(C)cccc4[nH]3)no2)cc1 | 4% | 18
54 | O=C(/C=C/c1ccc(OCCCF)cc1)N1CCOCC1 | 3% | 3
55 | C[C@H](NC(=O)N1CCn2c1nc1ccccc12)C(=O)NCc1ccccc1 | 3% | -3
56 | O=C(c1ccco1)N1CCN(C(=S)Nc2cc(F)cc(F)c2)CC1 | -4% | 7
57 | Cc1cccc(NC(=S)N2CCCC2)c1 | 10% | -1
58 | COc1ccc(NC(=O)Cn2c(=O)n(CCC(=O)NCC3CCCO3)c(=O)c3cc(OC)c(OC)cc32)cc1 (stereo not given) | 0% | 16
59 | CCOC(=O)C1CCN(C(=O)Cn2c(=O)oc3cc(S(=O)(=O)N4CCCC4)ccc32)CC1 | 10% | 0
60 | CCC(C(=O)NCCCN1CCN(C)CC1)n1nc(C)c2sc3ccccc3c2c1=O (stereo not given) | -5% | 7

cpd | Lipid droplet cells 6.5 µM | UTI89 phage lysis
51 | 718 | 0.3%
52 | 851 | 0.7%[50 µM]
53 | 859 | 2.2%[50 µM]
54 | 678 | -0.1%
55 | 699 | -0.1%
56 | 854 | 0.1%
57 | 814 | 1.7%[50 µM]
58 | 836 | 0.0%
59 | 724 | -1.2%
60 | 693 | 0.2%

# (further entries)
cpd | compound | Siah-1 displacement | Lipid droplet
61 | Cc1cc(N2CCN(S(=O)(=O)c3ccccc3)CC2)nc2c(C)cccc12 | 2% | -6
62 | Cc1cccc[n+]1CC(=O)Nc1ccc([N+](=O)[O-])cc1 | 13% | -1
63 | O=C(COc1ccc(Cl)cc1)Nc1ccc(C(=O)O)cc1NC(=O)COc1ccc(Cl)cc1 | 3% | -21
64 | CCCCOP(=O)(c1ccc(N(C)C)cc1)C(O)c1ccc(C(C)C)cc1 (stereo not given) | -1% | 4
65 | COc1ccc(-n2nc3c(c2NC(=O)CC(C)C)CS(=O)C3)cc1 (stereo not given) | 9% | 5
66 | COc1cccc(CNC(=O)C2CCN(S(=O)(=O)c3cccc4nonc34)CC2)c1 | 1% | 5
67 | CC(=O)NC(c1ccc(C(C)C)cc1)c1ccc2cccnc2c1O (stereo not given) | -5% | 5
68 | O=C(CN1C(=O)c2cccnc2Oc2ccc(Cl)cc21)NCCC1=CCCCC1 | 2% | -13
69 | CC1CCCCC1NC(=O)Cn1c(=O)oc2cc(S(=O)(=O)N3CCCC3)ccc21 (stereo not given) | -1% | 2
70 | O=C(Nc1cccc(NC(=O)c2cccc(F)c2)n1)c1cccc(F)c1 | 8% | -20

cpd | Lipid droplet cells 6.5 µM | UTI89 phage lysis
61 | 872 | 0.6%[50 µM]
62 | 801 | 0.9%
63 | 828 | -0.1%
64 | 788 | -0.1%
65 | 702 | 0.2%
66 | 870 | -0.1%
67 | 788 | 0.5%
68 | 736 | 0.5%
69 | 753 | -0.2%
70 | 795 | -0.2%

# Additional entries:
cpd | compound | Siah-1 displacement | Lipid droplet
71 | Cc1ccc(OCCOCCN2CCCC2)c(Br)c1 | 2% | -55
72 | O=C(O)C(=O)Nc1ccc(NC(=O)C(c2ccccc2)c2ccccc2)cc1 | 2% | -4
73 | O=C(Nc1ccccc1Br)c1cc[n+]([O-])cc1 | 3% | 9
74 | Nc1ccc(C(=O)Nc2cccc3ncccc23)cc1 | 10% | -5
75 | CCn1ccc(C(=O)N2CCN(c3ncccn3)CC2)n1 | 5% | 6

cpd | Lipid droplet cells 6.5 µM | UTI89 phage lysis
71 | 645 | 9.5%
72 | 812 | -0.7%[50 µM]
73 | 738 | 0.3%
74 | 819 | 0.0%
75 | 588 | 0.4%[50 µM]
